Screens (PubChem BioAssay)
TNF necrop inh: blocks TNF-alpha induced death of Jurkat FADD-/- cells | activation (protection from cell death), % at 10 µM | AID 463075 | actives 0.068% (n = 220,000) | Jurkat FADD-/- TNF necroptosis rescue, ATP luminescence, 24 h; 0 = TNF only, 100 = no-TNF cells;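 active means activation, meaning protection from cell death, of at least 50% relative to plate controls; inactive means activation below 50%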;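 further: necroptosis triggered by 40 ng/mL TNF-alpha added together with compound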
Calpain2 inh: blocks pig calpain II enzyme activity; inhibition, % at 16 µM; AID 1236; actives 0.37% (n = 220,000); purified calpain II, fluorogenic peptide substrate, 30 min;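 active means inhibition above about 50%, limit read from the data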
MDM2 E3 inh: blocks human Mdm2 ubiquitin ligase activity; Q00987; cell-based MDM2 ubiquitination luciferase reporter, 2 h; 0 = plate control, 100 = twice control, blank-subtracted; signal enhancement, % at 5 µM; actives 0.11% (n = 210,000); AID 1230;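 active means signal enhancement of 30% or more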;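 further: luminescence tracks abundance of the self-degrading MDM2-luciferase fusion protein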
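Assay system: mammalian cells stably expressing self-ubiquitinating, self-degrading MDM2 E3–luciferase fusion. Quantity: 2000 cells in each well. Medium: DMEM culture medium. Compound dosing: single-point 5 µM. Timing: cell settling 4 h, compound treatment 2 h, both 37 °C. Technique: luciferase luminescence. Read-out basis: percent signal gain over controls, blank-subtracted. Benchmarks: plate controls and plate blanks.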
Cl transport mod: modulators of human KCC2 chloride dependent transport; Q9H2X9; KCC2 cells, thallium flux FluoZin-2 fluorescence; B-score of Tl+ flux slope (higher = more flux/activation; lower = inhibition) at 10 µM; AID 1456; actives 2.2% (n = 190,000);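 active means thallium flux slope and its plate-corrected score both differing from the plate sample mean at a set confidence after two filtering rounds, in either direction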;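 further: slope of fluorescence scaled to starting intensity during 10 to 20 s after thallium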
Target sequence (Q9H2X9 whole entry, looked up): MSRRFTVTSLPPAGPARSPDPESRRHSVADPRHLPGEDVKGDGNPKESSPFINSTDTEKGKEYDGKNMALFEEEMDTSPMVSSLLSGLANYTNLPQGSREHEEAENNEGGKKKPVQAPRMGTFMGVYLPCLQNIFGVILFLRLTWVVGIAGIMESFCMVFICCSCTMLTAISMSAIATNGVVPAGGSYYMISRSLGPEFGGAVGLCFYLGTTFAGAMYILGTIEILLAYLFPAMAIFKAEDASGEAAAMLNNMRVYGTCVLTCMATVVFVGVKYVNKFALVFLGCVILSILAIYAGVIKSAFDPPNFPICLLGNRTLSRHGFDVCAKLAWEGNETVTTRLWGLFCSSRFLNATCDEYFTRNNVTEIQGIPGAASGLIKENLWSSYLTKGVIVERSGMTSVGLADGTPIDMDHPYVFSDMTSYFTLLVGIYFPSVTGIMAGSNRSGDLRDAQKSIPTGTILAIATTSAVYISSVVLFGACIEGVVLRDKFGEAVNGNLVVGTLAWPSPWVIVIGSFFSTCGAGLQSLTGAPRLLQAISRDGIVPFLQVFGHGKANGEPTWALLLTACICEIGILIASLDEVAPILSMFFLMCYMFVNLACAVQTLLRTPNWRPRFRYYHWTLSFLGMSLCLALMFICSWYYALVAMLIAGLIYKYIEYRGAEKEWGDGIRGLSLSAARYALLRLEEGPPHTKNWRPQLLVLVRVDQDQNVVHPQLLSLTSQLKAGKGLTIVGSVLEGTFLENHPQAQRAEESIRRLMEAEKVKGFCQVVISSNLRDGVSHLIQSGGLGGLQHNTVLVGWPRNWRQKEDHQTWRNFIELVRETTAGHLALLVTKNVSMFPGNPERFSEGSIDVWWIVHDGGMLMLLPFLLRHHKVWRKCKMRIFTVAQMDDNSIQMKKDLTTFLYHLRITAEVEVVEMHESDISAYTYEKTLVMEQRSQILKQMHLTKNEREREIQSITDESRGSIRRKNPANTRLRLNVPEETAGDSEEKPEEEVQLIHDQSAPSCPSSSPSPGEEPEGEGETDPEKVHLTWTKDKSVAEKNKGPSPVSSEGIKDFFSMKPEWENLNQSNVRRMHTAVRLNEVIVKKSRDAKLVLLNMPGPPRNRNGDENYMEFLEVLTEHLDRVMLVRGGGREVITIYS
zVAD death inh: blocks zVAD induced death of L929 cells. L929 zVAD necroptosis rescue, ATP luminescence, 24 h; with zVAD 60 µM. actives 0.38% (n = 220,000). viability rescue, % at 10 µM;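 active means activation, scaled between plate controls, above about 75%, limit read from the data; inactive means activation under that limit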;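 further: 0% = zVAD with DMSO and 100% = DMSO alone without zVAD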
Rad51 HR inh: blocks human Rad51 in homologous recombination; Q06609; hRad51 DNA strand exchange, fluorescence dequenching; inhibition, % at 10 µM; actives 0.085% (n = 200,000); AID 1385;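 active means inhibition above 40% at the single screening dose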;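 further: 0% = DMSO control wells and 100% = blanks with heterologous ssDNA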
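Test system – preformed human Rad51 ssDNA filaments · Reagent – Donor/quencher-labelled 47-bp dsDNA substrate · Incubation – 37 °C 15-min filament assembly, 30-min compound preincubation, 15-min exchange · Signal – FRET fluorescence dequenching, excitation 485 nm, emission 520 nm · Read-out – percent inhibition from fluorescence, normalised to plate control and blank means · Benchmarks – plate control and blank wells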
EBV gp42 block: blocks Epstein-Barr virus glycoprotein 42 binding; Q1HVG2; Fluorescence polarization binding assay, mP read-out; inhibition, % (tested at 21.74 µM); actives 0.42% (n = 220,000); in the data active means inhibition above about 50%
eIF4E-4G inh: blocks eIF4E binding to eIF4G; actives 0.37% (n = 220,000); P63073+Q04637; inhibition, % at 21.7 µM; TR-FRET eIF4E-eIF4GI(517-606) binding, 2 h;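 active means inhibition above about 30%, limit read from the data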;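 further: 0% = full FRET control wells and 100% = background wells lacking eIF4GI fragment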
PERK inhibitor: inhibitors of human PERK kinase. AID 1416. actives 0.17% (n = 220,000). inhibition, % at 5.6 µM. CHO PERK-DD fusion, SEAP luminescence translation reporter;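 active means inhibition above the mean inhibition of all tested compounds plus 3 SD, set separately per screening campaign, cut at about 2.9% in these data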;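 further: PERK kinase domain activated by AP20187 dimerizer at 100 nM; 0% = DMSO with dimerizer and 100% = rapamycin at 8.4 µM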
An asterisk follows results filed as active; i = inactive; / = no result given; [ ] = remark or other dose. Outcome played no part in choosing rows. Share with any hit: about 3.6%.

entry	compound	TNF necrop inh	Calpain2 inh	MDM2 E3 inh	Cl transport mod	zVAD death inh	Rad51 HR inh	EBV gp42 block	eIF4E-4G inh	PERK inhibitor
1	O=C1c2ccccc2C(=O)N1CCOc1ccccc1	-1.4	/	/	-0.42	-0.1	-2	/	/	0.9
2	Cc1cccc2cc(C(c3nnnn3Cc3ccc4c(c3)OCO4)N3CCCC3)c(=O)[nH]c12 (configuration not stated)	-3.1	-22	-6	-0.7	0.1	-4	-16	2	-0.1
3	C[C@H](NC(=O)OC(C)(C)C)C(=O)NCC1CCC(C(=O)O)CC1 (some centres not stated)	-2.1	1	-19	0.8	-0.8	-3	-7	12	1.0
4	O=C(NCc1ccco1)C(c1ccco1)N(Cc1cccs1)C(=O)Cn1nnc2ccccc21 (configuration not stated)	-1.6	-9	10	0.77	0.5	8	-8	1	-0.7
5	Cc1cc2nc(-c3cccc(NC(=O)c4ccc(Br)o4)c3)oc2cc1C	0.6	-30	-2	0.097	-0.5	7	-11	1	0.2
6	Cc1cccc2cc(C(c3nnnn3Cc3ccccc3)N3CCN(C)CC3)c(=O)[nH]c12 (configuration not stated)	0.7	-32	/	1.3	-1.6	-10	-16	-1	0.4
7	COc1ccc(-n2c(=S)[nH]c3[nH]ncc3c2=O)cc1	0.7	13	3	-0.04	1.4	-30	-17	1	1.2
8	Cc1nn(-c2ccccc2)c2c1C(c1ccc(O)c(O)c1)N1C(=N2)C(Nc2ccccc2)=Nc2ccccc21 (configuration not stated)	-8.0	-130	-21	-0.13	0.3	1	85*	1[fluorescence artefact?]	-0.5
9	O=C(CNC(=S)N(Cc1ccccc1F)C1CCCCC1)NCCCN1CCOCC1	0.3	0	-9	0.64	-0.1	7	-9	-6	-0.1
10	CCn1c2c(c3cc(Cl)ccc31)CCCC2=O	1.8	-101	-11	-0.049	2.2	2	-11	2	0.5

Some of these compounds in order of SMILES length, falling:
entry	compound	TNF necrop inh	Calpain2 inh	MDM2 E3 inh	Cl transport mod	zVAD death inh	Rad51 HR inh	EBV gp42 block	eIF4E-4G inh	PERK inhibitor
8	Cc1nn(-c2ccccc2)c2c1C(c1ccc(O)c(O)c1)N1C(=N2)C(Nc2ccccc2)=Nc2ccccc21 (configuration not stated)	-8.0	-130	-21	-0.13	0.3	1	85*	1[fluorescence artefact?]	-0.5
2	Cc1cccc2cc(C(c3nnnn3Cc3ccc4c(c3)OCO4)N3CCCC3)c(=O)[nH]c12 (configuration not stated)	-3.1	-22	-6	-0.7	0.1	-4	-16	2	-0.1
6	Cc1cccc2cc(C(c3nnnn3Cc3ccccc3)N3CCN(C)CC3)c(=O)[nH]c12 (configuration not stated)	0.7	-32	/	1.3	-1.6	-10	-16	-1	0.4
3	C[C@H](NC(=O)OC(C)(C)C)C(=O)NCC1CCC(C(=O)O)CC1 (some centres not stated)	-2.1	1	-19	0.8	-0.8	-3	-7	12	1.0
5	Cc1cc2nc(-c3cccc(NC(=O)c4ccc(Br)o4)c3)oc2cc1C	0.6	-30	-2	0.097	-0.5	7	-11	1	0.2
7	COc1ccc(-n2c(=S)[nH]c3[nH]ncc3c2=O)cc1	0.7	13	3	-0.04	1.4	-30	-17	1	1.2
10	CCn1c2c(c3cc(Cl)ccc31)CCCC2=O	1.8	-101	-11	-0.049	2.2	2	-11	2	0.5

Next compounds.
entry	compound	TNF necrop inh	Calpain2 inh	MDM2 E3 inh	Cl transport mod	zVAD death inh	Rad51 HR inh	EBV gp42 block	eIF4E-4G inh	PERK inhibitor
11	CN(CC(=O)Nc1cccc(S(=O)(=O)NC2=NCCCCC2)c1)Cc1ccc(C(C)(C)C)cc1	3.8	27	21	-0.0026	0.6	20	-8	-1	-0.1
12	CN(Cc1cc(=O)[nH]c2ccccc12)C(=O)c1ccccc1	-1.8	-30	-9	-0.18	-0.1	/	-9	11[fluorescence artefact?]	0.6
13	CCOc1ccccc1Nc1nnc(SCC(=O)Nc2ccc3[nH]c(=O)[nH]c3c2)s1	1.8	-30	-18	-0.031	5.0	-3	6	0	0.2
14	CCC(C)(C(=O)NC1CCCC1)N(C(=O)c1cnccn1)c1c(C)n(C)n(-c2ccccc2)c1=O (configuration not stated)	-1.0	-9	-6	0.051	0.3	2	-20	1	1.0
15	Cc1c(Cl)cccc1NC(=O)COc1ccc(S(=O)(=O)N2CCOCC2)cc1	1.3	-2	-14	/	-0.8	1	-2	-6	-0.6
16	CC1=CC(C)(C)[N+](C)(C)c2ccccc21	0.6	-9	-11	0.95	5.6	4	-6	5	0.3
17	Cc1cc(NS(=O)(=O)c2ccc(NC(=O)C(C)Oc3ccc(Cl)cc3)cc2)no1 (configuration not stated)	0.0	-31	-5	-1.4	0.2	-2	-2	-9	0.4
18	CCC(C)C(=O)Nc1cc(OC)c(OC)cc1C(=O)O (configuration not stated)	-1.5	-20	-7	0.0011	-0.5	-16	-6	-1	0.8
19	COCc1cc(C)nc2sc(C(=O)OC(C)C)c(N)c12	0.0	-20	-6	0.029	0.5	-8	-9	-4	-0.1
20	CCOC(=O)CN(C(=O)CNC(=O)c1cccs1)C(C(=O)NC1CCCC1)c1ccncc1 (configuration not stated)	0.6	-23	-2	1.1	1.0	/	5	0	1.3

Next section:
entry	compound	TNF necrop inh	Calpain2 inh	MDM2 E3 inh	Cl transport mod	zVAD death inh	Rad51 HR inh	EBV gp42 block	eIF4E-4G inh	PERK inhibitor
21	O=C(CS(=O)(=O)Cc1ccccc1)N1CCc2ccccc2C1	2.7	-12	-7	-0.99	0.5	2	-10	-6	-0.1
22	NNC(=O)c1ncoc1-c1ccc(Cl)cc1	-3.1	-13	-6	1.4	-0.4	17	-8	-4	0.4
23	CCCc1cc(C(=O)N2CCC(N3CCC(C(=O)NC(C)C)CC3)CC2)n(C)n1	0.9	-29	-24	2.2	4.3	7	-2	-3	0.8
24	O=C(CSc1nnc(-c2ccccc2)c(-c2ccccc2)n1)Nc1ncc(Cl)cc1Cl	1.0	-35	-6	-0.1	-0.5	-17	-59	3	-0.1
25	C#CC(CC)(CC)NC(=O)Nc1ccccc1C(=O)OC	0.9	-42	0	-0.057	0.3	10	-11	3	2.1
26	Cc1ccc2c(c1)Sc1ccccc1CC2=O	-3.3	-4	-21	/	0.5	13	3	-19	1.1
27	Cc1ccc(C(=O)NC(C(=O)Nc2cccc(S(N)(=O)=O)c2)C(C)C)cc1 (configuration not stated)	-0.2	-13	-13	0.19	0.2	-11	-13	6	1.7
28	CC(=O)NS(=O)(=O)c1cccnc1Nc1cccc(Cl)c1	-0.3	10	-16	1.3	0.0	7	-17	9	1.2
29	CC1(C)CC(NC(=O)C23CCC(C)(C(=O)C2=O)C3(C)C)CC(C)(C)N1 (configuration not stated)	-0.4	-1	-9	-0.6	2.9	-4	-5	-1	1.1
30	Cn1nc(C(F)(F)F)c(-c2ccc(F)cc2)c1NC(=O)c1cccnc1	1.6	-21	-4	-0.76	-0.5	15	-22	1	0.1

Later entries
entry	compound	TNF necrop inh	Calpain2 inh	MDM2 E3 inh	Cl transport mod	zVAD death inh	Rad51 HR inh	EBV gp42 block	eIF4E-4G inh	PERK inhibitor
31	Cc1sc2ncnc(N3CCN(CCOc4ccc(Cl)cc4)CC3)c2c1C	-9.2	-1	-15	/	-2.0	-5	-24	1	-2.1
32	CC(C)OC(=O)c1cc(-c2ccc(C=O)o2)ccc1Cl	0.8	-2	-6	-1.9	0.4	9	0	0	0.2
33	O=C1S/C(=C\c2ccc(N3CCOCC3)o2)C(=O)N1c1ccccc1	1.0	-51	-4	-1.3	6.6	i	-255	9	1.9
34	COc1cccc(C(=O)NCC(=O)N/N=C/c2cccs2)c1	1.0	12	-9	0.68	1.4	2	-6	-5	1.0
35	Cc1ccc(C(=O)N[C@H](C(=O)OCC(=O)Nc2cccc(S(N)(=O)=O)c2)C(C)C)cc1	-1.4	14	-8	0.36	0.9	12	-4	1	-0.1
36	O=c1cc(-c2c(O)c3ccccc3n(Cc3ccccc3)c2=O)[nH][nH]1	2.2	-27	-4	-0.56	4.9	4	9	2	0.1
37	Cc1c(NC(=O)CN2C(=O)NC3(CCCCC3)C2=O)c(=O)n(-c2ccccc2)n1C	-0.1	-25	-5	-0.049	2.9	17	-2	-1	1.8
38	CC(=O)c1cccc(NC(=O)N2CCC(NC(=O)C34CC5CC(CC(C5)C3)C4)CC2)c1	-0.4	-10	-17	-1.3	6.3	-3	-1	-1	-0.7
39	Fc1ccc(-c2nnc(Cc3ccc(Cl)cc3)o2)cc1	1.8	7	-11	-0.9	-0.6	-8	0	-3	-0.4
40	COc1ccc(/C=N/NC(=O)c2cc(-c3ccc(C)cc3C)nc3ccccc23)cc1COC(C)=O	-3.4	-54	1	-0.4	0.3	/	-1	-9[fluorescence artefact?]	-0.2

(cont.)
entry	compound	TNF necrop inh	Calpain2 inh	MDM2 E3 inh	Cl transport mod	zVAD death inh	Rad51 HR inh	EBV gp42 block	eIF4E-4G inh	PERK inhibitor
41	Cn1c(SCc2ccccn2)nc2c1c(=O)[nH]c(=O)n2C	0.8	-20	/	0.65	0.9	6	-4	-7	1.2
42	CCc1ccccc1NS(=O)(=O)c1ccc(SC)cc1	-1.1	32	-8	0.01	-0.4	8	-9	11	1.2
43	Cn1c(-c2ccc3c(c2)OCO3)cnc1NC(=O)CCC(=O)NCCc1ccccc1	-1.6	-18	-23	-3.7*	0.0	-2	-5	2[fluorescence artefact?]	0.8
44	CC(C)CC1NC(=S)N(C2CCCCC2)C1=O (configuration not stated)	-6.3	1	-16	0.39	-0.5	7	-23	-3[fluorescence artefact?]	0.1
45	O=C1CC(NCc2ccc(F)cc2)C(=O)N1c1ccccc1 (configuration not stated)	0.3	8	-5	0.36	1.4	9	8	2	0.1
46	COc1ccc(-n2c(=S)[nH]c3sc(-c4ccccc4)cc3c2=O)c(OC)c1	0.5	7	-9	9.5*	0.6	9	-12	-2	-0.3
47	CNC(=O)NC(=O)C(C)OC(=O)c1ccc(Cl)c(S(=O)(=O)Nc2ccc(F)cc2)c1 (configuration not stated)	-0.5	-7	-2	/	1.1	5	2	-2	-0.3
48	Cc1nn(C)c(C)c1CS(=O)(=O)c1ccccc1	0.2	-6	-14	0.31	-0.7	6	8	0	-0.2

As a short view, some entries already given.
entry	compound	TNF necrop inh	Calpain2 inh	MDM2 E3 inh	Cl transport mod	zVAD death inh	Rad51 HR inh	EBV gp42 block	eIF4E-4G inh	PERK inhibitor
47	CNC(=O)NC(=O)C(C)OC(=O)c1ccc(Cl)c(S(=O)(=O)Nc2ccc(F)cc2)c1 (configuration not stated)	-0.5	-7	-2	/	1.1	5	2	-2	-0.3
48	Cc1nn(C)c(C)c1CS(=O)(=O)c1ccccc1	0.2	-6	-14	0.31	-0.7	6	8	0	-0.2
